# From PubChem BioAssay
# Diaphorase inh: counter-screen for diaphorase-based assays: diaphorase inhibitors and chemical oxidizers. inhibition, % at 20 µM. actives 0.69% (n = 190,000). diaphorase resazurin-to-resorufin fluorescence, NADH, 16 min; bacterial (C. kluyveri) enzyme, not human;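 active means primary screen inhibition at 20 µM above a set limit, cut at about 50% in these data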;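 further: plate controls were DMSO with full reaction for no effect and wells lacking NADH for full effect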
#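 System: Diaphorase enzyme from Clostridium kluyveri | Amount: Enzyme working solution with 0.14 U/mL diaphorase | Benchmarks: No-NADH positive control and DMSO neutral control | Signal: Fluorescence of resorufin formed from resazurin, Ex 544/Em 590 nm | Schedule: 16-min room-temperature incubation before reading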
# TNAP inh hi DEA: inhibitors of human TNAP at high phosphate acceptor concentration; inhibition, % at 20 µM; purified TNAP, CDP-star luminescence, 1 M DEA; actives 0.03% (n = 200,000); AID 1135;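 active means over 50% inhibition of tissue-nonspecific alkaline phosphatase at 20 µM in the single-dose screen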;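 further: plate controls were DMSO wells for no effect and EDTA-quenched wells as full inhibition for full effect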
# Target sequence (P05186 whole entry, looked up): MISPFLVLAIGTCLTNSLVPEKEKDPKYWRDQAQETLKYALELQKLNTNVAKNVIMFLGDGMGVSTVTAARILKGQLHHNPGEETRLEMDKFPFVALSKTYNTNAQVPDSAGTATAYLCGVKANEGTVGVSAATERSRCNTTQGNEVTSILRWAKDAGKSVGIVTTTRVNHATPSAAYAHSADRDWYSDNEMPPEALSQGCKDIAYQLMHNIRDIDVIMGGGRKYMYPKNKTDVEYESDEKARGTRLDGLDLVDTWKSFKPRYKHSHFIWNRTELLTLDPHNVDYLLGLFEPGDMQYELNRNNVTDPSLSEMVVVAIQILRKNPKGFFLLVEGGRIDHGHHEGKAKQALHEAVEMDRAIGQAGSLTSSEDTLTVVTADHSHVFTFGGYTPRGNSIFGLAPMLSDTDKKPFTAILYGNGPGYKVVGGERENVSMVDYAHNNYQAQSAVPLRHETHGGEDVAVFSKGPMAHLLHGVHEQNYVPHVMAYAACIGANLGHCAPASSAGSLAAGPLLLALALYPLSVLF
# PMI act satM6P: increases human PMI activity with near-saturating mannose 6-phosphate; coupled PMI enzyme assay, resazurin fluorescence, 20 min; hits give high values; 1 = untreated enzyme, 0 = substrate-free blank; actives 0.34% (n = 190,000); AID 1216; activation factor at 20 µM; P34949;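 active means activation factor of 2 or more at 20 µM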
# Target sequence (P34949 whole entry, looked up): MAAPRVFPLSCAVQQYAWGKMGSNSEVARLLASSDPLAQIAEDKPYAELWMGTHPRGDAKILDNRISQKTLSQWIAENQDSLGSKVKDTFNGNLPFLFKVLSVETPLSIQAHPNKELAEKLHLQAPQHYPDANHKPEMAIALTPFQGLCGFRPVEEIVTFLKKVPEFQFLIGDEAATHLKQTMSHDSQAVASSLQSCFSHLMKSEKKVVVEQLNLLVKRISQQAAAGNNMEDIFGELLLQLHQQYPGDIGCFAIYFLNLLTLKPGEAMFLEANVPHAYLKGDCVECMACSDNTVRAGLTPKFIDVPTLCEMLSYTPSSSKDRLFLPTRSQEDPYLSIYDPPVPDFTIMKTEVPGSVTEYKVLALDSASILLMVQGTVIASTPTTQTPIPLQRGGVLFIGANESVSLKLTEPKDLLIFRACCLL
#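 Material: human phosphomannose isomerase with PGI, G6PDH, diaphorase coupling enzymes. Quantity: 15 ng/mL PMI. Medium: HEPES pH 7.4 buffer with MgCl2 and Tween-20. Reagent: Near-saturating mannose-6-phosphate, 1.0 mM. Compound: 20 µM single dose. Times: enzyme reaction with compound 20 min at room temperature. Detection: resorufin fluorescence at Ex 544/Em 590 nm.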
# TNAP inh noacc: blocks human TNAP activity with no phosphate acceptor present | P05186 | purified TNAP, CDP-star luminescence, 30 min | inhibition, % at 20 µM | actives 0.26% (n = 200,000);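 active means tissue-nonspecific alkaline phosphatase inhibition above about 50% at 20 µM in the single-dose screen, limit read from the data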;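 further: 0% = DMSO negative control and 100% = EDTA positive control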
# PMI act: activators of human phosphomannose isomerase; P34949; purified human PMI, coupled resazurin fluorescence, 20 min; hits give high values; 1 = vehicle control, 0 substrate-free wells; activation factor at 20 µM; actives 0.005% (n = 190,000); AID 1214;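 active means activation factor of 2 or more at 20 µM, relative to plate controls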
# Diaphorase act: counter-screen for diaphorase-based assays: diaphorase activators and chemical reducers | Diaphorase/resazurin coupled assay, resorufin fluorescence, 16 min; hits give high values; 1 = vehicle wells, 0 = NADH-free wells | activation factor at 20 µM | actives 0.005% (n = 190,000) | AID 1229;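 active means diaphorase activity raised at least twofold by the compound at 20 µM; inactive means activation factor below 2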
#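 Measured by – red resorufin fluorescence at 544/590 nm excitation/emission · Test system – Clostridium kluyveri diaphorase, purified enzyme · Incubation – reaction time 16 min, room temperature · Buffer or medium – 50 mM HEPES pH 7.4 with 4.542 mM MgCl2, 0.005% Tween 20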
# bIAP inh: intestinal alkaline phosphatase (bovine) inhibition. purified bovine IAP, CDP-star luminescence, 30 min. AID 1019. 190,000 tested, under 10 active. inhibition, % at 20 µM;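 active means over 50% inhibition of intestinal alkaline phosphatase at 20 µM in the single-dose screen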
#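 Assay system: bovine IAP enzyme; medium: DEA buffer 100 mM, pH 9.8, with MgCl2 1.0 mM, ZnCl2 0.02 mM; doses: 20 µM single dose; incubation: enzyme reaction for 30 min at room temperature; detection: CDP-star luminescence signal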
# L major viab: inhibitors of Leishmania major promastigote growth; Leishmania major promastigotes, resazurin fluorescence viability; inhibition, % at 10 µM; actives 9% (n = 200,000); AID 1063; in the data active means inhibition above about 50%;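 further: promastigotes grown with compound for 44 hours at 28 °C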
# bIAP act: increases bovine intestinal alkaline phosphatase activity; actives 0.17% (n = 200,000); AID 1016; purified bovine IAP, CDP-star luminescence, 30 min; hits give high values; fold of DMSO-control signal, blank-subtracted; activation factor at 20 µM;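 active means activation factor of 2 or more at 20 µM, a signal rise over negative controls twice the positive control's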
# TNAP act hi DEA: activators of human TNAP at high phosphate acceptor concentration; P05186; purified TNAP, CDP-star luminescence, 1 M DEA, 30 min; hits give high values; 0 = EDTA background, 1 = DMSO-only activity; activation factor at 20 µM; 200,000 tested, under 10 active;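 active means activation factor at least 2 at 20 µM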
#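 Control set: EDTA negative control, DMSO positive control / Assay system: human TNAP / Quantity: TNAP 1/800 final / Evaluation: TNAP activation factor scaled between EDTA and DMSO control wells / Measured by: luminescent substrate turnover signal / Compound dosing: one dose, 20 µM / Times: 30 min enzyme reaction at room temperature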
# * hit, by the source's call; . = no result given. Rows were taken by chance; about 10% have a hit in one of these screens.
SMILES,Diaphorase inh,TNAP inh hi DEA,PMI act satM6P,TNAP inh noacc,PMI act,Diaphorase act,bIAP inh,L major viab,bIAP act,TNAP act hi DEA
Cc1onc(-c2ccccc2)c1C(=O)NCc1cccs1,0,-4,1.1,-5,1,1,13,13,0.9,1
COc1c2ccc(C(=O)NCCCCc3ccccc3)cc2nn1C,3,-4,1.1,-7,1,1,8,-4,0.9,1
Cc1cc2[nH]c(=O)c3ccccc3n2n1,1,0,1.1,3,1.2,1,-2,-5,1,1
CSc1nnnn1-c1ccc(C(=O)OCC(=O)N2CCOCC2)cc1,1,1,1,-1,0.9,1,4,-3,1,1
CNCc1cc(Br)c(OCC(=O)Nc2ccccc2OC)c(OC)c1,8,-5,0.9,-9,1,0.9,-4,100*,1,1.1
N=C(c1ccc([N+](=O)[O-])cc1)N1CCCCC1,9,0,1,-5,1,0.9,5,9,1,1
CC1(C)CC(N(Cc2cccs2)C(=O)c2ccco2)CCO1 (stereo unspecified),8,-2,0.9,-9,0.9,0.9,3,3,1,1
Nc1nnc(SCc2ccccc2)n1-c1ccccc1,-3,7,1.1,-2,1.1,1,-11,-6,1.1,0.9
COc1ccc(CCC(=O)Nc2ccc(C)c(S(=O)(=O)N(C)C)c2)cc1OC,-2,2,1,-11,1,1,-4,-3,1,1
CC(OC(=O)c1ccc2c(=O)n3c(nc2c1)CCCCC3)C(=O)Nc1ncc(Cl)cc1Cl (stereo unspecified),20,-4,0.9,-7,0.9,0.8,7,-2,0.9,1
Cc1cccc(C(=O)N[C@H](C(=O)Nc2nc3ccccc3[nH]2)C(C)C)c1,4,-7,1,-50,1,1,-15,6,1.1,1.1
COCCSc1ccccc1C(=O)N1CCN(c2ccccc2)CC1,6,-2,1.1,-86,1,0.9,-6,1,1.1,1
COc1ccc2c(c1)CCc1c(C(=O)N(C)c3ccccc3)noc1-2,8,-3,1,-2,1.1,0.9,5,19,0.9,1
C=CCn1c(O)c(N=NC(=S)Nc2ccccc2C)c2cc(S(=O)(=O)N3CCOCC3)ccc21,-8,16,0.9,20,1,1.1,1,-1,1,0.8
CC(=O)COc1cc(C)cc2oc(=O)c(C)c(C)c12,1,-3,1,-4,1,1,11,2,0.9,1
CC(=O)Oc1cc(OC(C)=O)c2c(C)cc(=O)oc2c1,17,-2,0.8,-6,1,0.8,5,-10,1,1
COc1cccc(C2=NOC(C(=O)N3CCOCC3)C2)c1 (stereo unspecified),12,-1,0.9,-9,1,0.9,1,-5,1,1
CCNC(=O)/C(=C/c1ccco1)NC(=O)/C=C/c1ccccc1,10,-3,1.3,-6,1.1,0.9,-3,-4,1,1
NS(=O)(=O)c1ccc(CNC(=O)/C=C/c2ccccc2[N+](=O)[O-])cc1,21,4,0.9,62*,1,0.8,9,-3,0.9,1
O=C(NCC1CCCO1)Nc1ccccc1 (stereo unspecified),12,-7,1,-22,1,0.9,9,-6,0.9,1.1
O=C(Nc1nnc(SCc2ccc(F)cc2)s1)c1cnccn1,-18,1,1.1,-52,1.2,1.2,-16,-1,1.2,1
CCCn1cc(SCC(=O)NCc2ccco2)c2ccccc21,22,-6,0.8,-15,0.9,0.8,9,1,0.9,1.1
Cc1ccc(C)c(NC(=O)COC(=O)CCC(=O)c2cccs2)c1,5,-4,1.1,-12,1,1,2,0,1,1
COc1ccc(CCNC(=O)CSc2nnc3ccccn23)cc1,11,-4,1,-12,1,0.9,5,-12,0.9,1
O=c1[nH]cnc2cc(Cl)ccc12,18,-8,1,-18,1,0.8,6,-5,0.9,1.1
# Next section:
SMILES,Diaphorase inh,TNAP inh hi DEA,PMI act satM6P,TNAP inh noacc,PMI act,Diaphorase act,bIAP inh,L major viab,bIAP act,TNAP act hi DEA
NS(=O)(=O)c1ccc(NC(=O)COC(=O)C2CCCCC2)cc1,12,-3,0.9,-9,0.9,0.9,4,0,1,1
O=C(Nc1ccc2c(c1)OCCO2)c1ccc2nccnc2c1,7,-3,1,-14,1,0.9,18,1,0.8,1
Cc1cccc(NC(=O)C2=C(O)c3ccccc3N(C)S2(=O)=O)c1,10,-6,1.2,-2,1.1,0.9,0,-3,1,1.1
Cc1ccc(C(=O)Nc2cccc3ncccc23)cc1[N+](=O)[O-],9,2,0.9,0,0.8,0.9,-2,1,1,1
CCOC(=O)c1c(C)sc(Sc2ccc(Cl)cc2[N+](=O)[O-])c1OC,14,4,1,1,0.9,0.9,29,28,0.7,1
CCOc1cccc(NC(=O)c2ccc(S(=O)(=O)N(C)C)cc2)c1,7,-3,1,1,1,0.9,18,-6,0.8,1
COC(=O)C(NC(=O)c1ccc(Cl)cc1)(Nc1nc(C)cs1)C(F)(F)F (stereo unspecified),4,0,1,-5,1,1,1,-2,1,1
Cc1ccn2cc(CCNS(=O)(=O)c3ccc(F)c(C(F)(F)F)c3)nc2c1,19,-5,0.9,-6,0.9,0.8,5,-1,1,1.1
CSc1ccccc1C(=O)Nc1ccc2c(c1)OCCO2,11,3,1,-8,0.9,0.9,19,0,0.8,1
Cc1ccc(C)c(OCc2nnc(NC(=O)c3ccco3)s2)c1,20,-5,0.9,-8,0.8,0.8,5,-4,1,1
COC(=O)c1ccc(C(=O)OC)c(NC(=O)CN(C)Cc2ccc(Cl)c(Cl)c2)c1,18,0,0.8,-4,0.9,0.8,-3,9,1,1
CCn1c(Cc2ccccc2)nnc1SCC(=O)Nc1ccccc1F,22,-1,0.8,-4,0.8,0.8,-17,-3,1.2,1
COc1ccccc1CC(=O)NNC(=O)c1cccs1,7,-5,1,-10,1,0.9,-4,-5,1,1.1
Cc1cc(CNC(=O)C(C)Cc2ccccc2)nn1C (stereo unspecified),11,0,0.9,-7,1,0.9,-6,-2,1.1,1
COc1cc(NC(=O)C2CCCN2C(=O)C2CCC(C)CC2)cc(OC)c1OC (stereo unspecified),16,-1,0.9,-8,0.9,0.8,-25,-6,1.2,1
CC(=O)NNC(=S)NC(=O)c1ccc(C)cc1,41,-6,1.2,-154,0.8,0.6,-37,10,1.4,1.1
Cc1[nH]c2ccccc2c1CCN(Cc1cccnc1)C(=S)Nc1cccc(F)c1,-4,-3,0.9,-16,1,1,-4,100*,1,1
CCCCOc1ccc(-c2ncc(C(=O)O)c(C)n2)cc1,18,-8,1,-19,1,0.8,12,-7,0.9,1.1
Oc1ccc(Cl)cc1C(C#Cc1ccccc1)N1CCOCC1 (stereo unspecified),15,1,0.9,-8,0.9,0.8,12,0,0.9,1
Cc1c(C(=O)O)c(-c2ccccc2)nn1-c1ccccc1,-3,-8,1,-9,1,1,2,-9,1,1.1
COc1ccnc(N2CCN(c3ccccc3)CC2)c1C#N,19,-2,0.9,-14,0.9,0.8,10,-5,0.9,1
Cc1ccc(NS(=O)(=O)c2cccc(C(=O)N/N=C/c3ccc4c(c3)OCCO4)c2)c(C)c1,4,-7,1,-17,1,1,-9,3,1.1,1.1
Cc1ccc(N2CC(C(=O)N3CCN(C(=O)c4ccco4)CC3)CC2=O)cc1 (stereo unspecified),18,3,0.9,-8,0.9,0.8,-3,-8,1,1
Cc1cccc(N2CCN(C(c3cccs3)c3nnnn3C(C)(C)C)CC2)c1C (stereo unspecified),9,-8,1,-7,1,0.9,0,76*,1,1.1
CCNc1ccc(C(=O)OCC(=O)NC(=O)NCC(C)C)cc1[N+](=O)[O-],-3,3,1,-1,0.9,1,-8,-4,1.1,1
# The listing continues:
SMILES,Diaphorase inh,TNAP inh hi DEA,PMI act satM6P,TNAP inh noacc,PMI act,Diaphorase act,bIAP inh,L major viab,bIAP act,TNAP act hi DEA
Cc1ccc(C(=O)Nc2ccccc2C(=O)N2CC3(C)CC2CC(C)(C)C3)cc1 (stereo unspecified),14,-1,0.9,-4,0.9,0.9,0,18,1,1
CCCN(CCC)c1ncnc2nc[nH]c12,16,-2,0.8,-42,0.8,0.8,-46,8,1.5,1
CSc1ccc(N2CCN(CCCNC(=O)Nc3ccccc3F)CC2)cc1,10,-4,0.9,-15,0.9,0.9,-3,15,1,1
CCCCn1c(=N)n(CC(=O)c2ccco2)c2ccccc21,10,-6,1.1,-9,1,0.9,18,11,0.8,1.1
CCC(C)C(NS(=O)(=O)c1ccc(C)cc1)C(=O)O (stereo unspecified),8,-2,1.1,-14,1.1,0.9,-1,-2,1,1
CC(CC(=O)O)CC(=O)Nc1ccccc1C(=O)O (stereo unspecified),8,-5,1.1,-1,1,0.9,7,-10,0.9,1
CCOc1ccc2c(CC)cc(=O)oc2c1OCC,3,-2,1,-6,1.1,1,-10,-4,1.1,1
O=C(CSc1nccn1-c1cccc(Cl)c1)Nc1ccc2c(c1)OCCO2,14,-4,1,-14,1,0.9,10,4,0.9,1
CCn1c(Cc2ccc(OC)cc2)nnc1SCC(=O)NC1CCCCC1,13,-10,1,-4,1.1,0.9,12,-1,0.9,1.1
COc1cc(S(=O)(=O)N2CCCCC2)c(OC)cc1Br,.,3,.,0,.,.,-11,-1,1.1,1
Cc1ccc(Cl)cc1N(CC(=O)N1CCCCCC1)S(C)(=O)=O,18,-8,1,-16,1,0.8,5,1,1,1.1
CCOCCOC(=O)C1=C(C)N(C)C(=O)NC1c1ccccc1Cl (stereo unspecified),14,1,0.9,1,1,0.9,-2,-6,1,1
C=CCSC1=NC(=O)/C(=C/c2cccs2)S1,4,-5,1,0,1,1,1,-7,1,1.1
O=C(O)c1cc(S(=O)(=O)Nc2ccc3c(c2)OCCO3)c(Cl)cc1Cl,-7,-1,1,-6,0.9,1.1,10,-6,0.9,1

# Whole records as entered above. Order of screens: Diaphorase inh, TNAP inh hi DEA, PMI act satM6P, TNAP inh noacc, PMI act, Diaphorase act, bIAP inh, L major viab, bIAP act, TNAP act hi DEA
# O=C(CSc1nccn1-c1cccc(Cl)c1)Nc1ccc2c(c1)OCCO2 across the screens: 14, -4, 1, -14, 1, 0.9, 10, 4, 0.9, 1
# C=CCSC1=NC(=O)/C(=C/c2cccs2)S1 across the screens: 4, -5, 1, 0, 1, 1, 1, -7, 1, 1.1
# CCCCn1c(=N)n(CC(=O)c2ccco2)c2ccccc21 across the screens: 10, -6, 1.1, -9, 1, 0.9, 18, 11, 0.8, 1.1
# CCC(C)C(NS(=O)(=O)c1ccc(C)cc1)C(=O)O (stereo unspecified) across the screens: 8, -2, 1.1, -14, 1.1, 0.9, -1, -2, 1, 1
# CCn1c(Cc2ccc(OC)cc2)nnc1SCC(=O)NC1CCCCC1 across the screens: 13, -10, 1, -4, 1.1, 0.9, 12, -1, 0.9, 1.1
